# Glyco luc inh = blocks N-linked glycosylation in D54 reporter cells; reporter increase, % at 12.5 µM; AID 588692; 0.23% of 360,000 active; D54 ERlucT glycosylation luciferase reporter, 24 h; percent of 100 nM tunicamycin response;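 active = mean luciferase reporter signal, scaled so untreated is 0 and the glycosylation-blocking control 100, at or above a set limit in every replicate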;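 also: luciferase carries N-glycosylation sites so blocking glycosylation raises the light; 0% = median of neutral control wells and 100% = median of 100 nM tunicamycin wells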
# TLR9-MyD88 inh = inhibitors of human TLR9-MyD88 binding. inhibition, % at 4.98 µM. 0.21% of 340,000 active. AID 504734. Q9NR96+Q99836. CHO BLA complementation TLR9-MyD88, CCF4 FRET ratio;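 active = inhibition above the mean over all tested compounds plus 3 SD, cut at about 21% in these data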;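 also: 0% = DMSO only wells and 100% = clavulanate BLA inhibitor control wells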
# Target sequence (Q99836 whole entry, looked up): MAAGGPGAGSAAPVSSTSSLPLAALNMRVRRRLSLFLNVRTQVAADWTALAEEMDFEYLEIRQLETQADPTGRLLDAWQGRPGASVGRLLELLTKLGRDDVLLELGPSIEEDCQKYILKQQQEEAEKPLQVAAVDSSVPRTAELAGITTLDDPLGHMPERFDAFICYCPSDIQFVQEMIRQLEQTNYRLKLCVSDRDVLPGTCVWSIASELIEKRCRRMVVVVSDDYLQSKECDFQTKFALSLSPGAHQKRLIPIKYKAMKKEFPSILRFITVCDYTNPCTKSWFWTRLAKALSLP
# Target sequence (Q9NR96 whole entry, looked up): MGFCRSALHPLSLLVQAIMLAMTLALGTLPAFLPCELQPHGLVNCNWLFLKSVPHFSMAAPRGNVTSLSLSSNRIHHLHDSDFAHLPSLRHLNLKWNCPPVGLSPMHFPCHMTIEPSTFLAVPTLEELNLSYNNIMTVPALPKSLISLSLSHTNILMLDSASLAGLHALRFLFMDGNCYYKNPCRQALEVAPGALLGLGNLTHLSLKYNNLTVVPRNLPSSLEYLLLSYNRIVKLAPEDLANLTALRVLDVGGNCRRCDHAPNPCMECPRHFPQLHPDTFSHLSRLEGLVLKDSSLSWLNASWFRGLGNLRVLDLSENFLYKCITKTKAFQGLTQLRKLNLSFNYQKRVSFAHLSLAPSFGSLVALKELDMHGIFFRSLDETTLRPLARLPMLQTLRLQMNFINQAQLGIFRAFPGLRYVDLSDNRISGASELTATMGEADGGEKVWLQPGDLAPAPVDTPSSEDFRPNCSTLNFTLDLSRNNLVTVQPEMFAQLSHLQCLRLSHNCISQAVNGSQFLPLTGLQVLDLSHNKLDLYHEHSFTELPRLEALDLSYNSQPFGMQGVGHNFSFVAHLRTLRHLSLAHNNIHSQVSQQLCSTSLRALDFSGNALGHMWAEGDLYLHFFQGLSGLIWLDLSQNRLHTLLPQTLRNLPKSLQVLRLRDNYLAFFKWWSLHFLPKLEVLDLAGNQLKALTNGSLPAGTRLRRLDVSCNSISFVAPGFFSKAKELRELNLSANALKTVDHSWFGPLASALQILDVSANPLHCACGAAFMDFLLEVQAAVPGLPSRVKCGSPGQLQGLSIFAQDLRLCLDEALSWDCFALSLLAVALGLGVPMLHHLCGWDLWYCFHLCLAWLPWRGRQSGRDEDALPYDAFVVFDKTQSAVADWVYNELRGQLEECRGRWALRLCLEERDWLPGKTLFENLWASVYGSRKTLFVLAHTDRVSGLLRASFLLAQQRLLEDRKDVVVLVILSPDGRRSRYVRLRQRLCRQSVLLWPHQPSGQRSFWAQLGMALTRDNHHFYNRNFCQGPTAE
# Vif inh = HIV Vif inhibition; 0.35% of 340,000 active; inhibition, % at 7.49 µM; HEK293T cells, Vif self-association by quenched fluorescence, imaging, 24 h; in the data active = inhibition above about 50%, passing the limit was not always enough; also: some results filed as inactive read as strong as hits
# aDG glyco up = alpha-DG glycosylation activation; Pro5-aDG cells, alpha-DG glycosylation AlphaScreen (IIH6); 0% Pro5, 100% B10-LARGE cell signal; activation, % at 10 µM; 0.22% of 360,000 active;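 active = activation of at least 8% versus controls, or a plate z-score of at least 8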;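 also: Pro5 are CHO cells carrying HIG-tagged alpha-DG that lacks glycosylation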
# ABHD5-PLIN5 inh = ABHD5-PLIN5 protein interaction inhibition. Q00G26+Q8WTS1. Split G. princeps luciferase complementation, luminescence, 4 h. inhibition, % at 4 µM. 0.78% of 360,000 active;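 active = inhibition above the mean inhibition across every tested compound plus 3 SD, cut at about 22% in these data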;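 also: 0% = DMSO only wells and the 100% control is not disclosed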
# MC4R antag cAMP = human MC4R antagonism in cAMP assay; P32245; inhibition, % at 6.5 µM; 0.48% of 360,000 active; MC4R-expressing cells, MTII-stimulated cAMP, LANCE TR-FRET;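 active = inhibition above its plate's cutoff, the mean of tested wells on that plate plus 3 SD, cut at about 29% in these data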;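 also: 0% = Melanotan II alone and 100% = Melanotan II plus saturating MCL0020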
#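 system = U2OS cells with stable human MC4R expression | also added = Melanotan II challenge after compound preincubation | dosing = one concentration, 6.5 µM nominal | incubation = compound 30 min, challenge 1 h, detection 1 h | measured by = TR-FRET with Eu-cAMP and labeled anti-cAMP, 671 nm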
# Granule exo inh = lytic granule exocytosis inhibition; 0.66% of 360,000 active; TALL-104 LAMP-1 surface exposure, flow cytometry; cells stimulated with thapsigargin and PMA; inhibition, % at 10 µM;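 active = inhibition above about 55%, limit read from the data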
# MC4R barr agon = activates human MC4R beta-arrestin recruitment. U2OS MC4R beta-arrestin complementation, luminescence; percent of melanotan II response, DMSO zero. P32245. activation, % at 8.9 µM. 0.98% of 360,000 active. AID 540308;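 active = activation above a per-plate cutoff, the mean activation of sample wells on that plate plus 3 SD, cut at about 8% in these data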
# NOD2 RIPK2 PPI = NOD2-RIPK2 protein interaction inhibition. O43353. CHO BLA complementation NOD2-RIPK2, CCF4 ratio. inhibition, % at 4.98 µM. 0.38% of 360,000 active. AID 624267; in the data active = inhibition above about 21%;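 also: 0% = vehicle only and 100% = reference blocker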
# ABCB6 inh 2 = human ABCB6 transporter inhibition; Q9NP58; K562-ABCB6 porphyrin accumulation, flow cytometry, 1 h; active compounds read low; fluorescence ratio to DMSO, % at 10 µM; 0.19% of 360,000 active; AID 602162;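 active = fluorescence ratio to DMSO below 75%, the collection mean minus 3 SD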;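 also: signal is porphyrin accumulated inside mitochondria; 100% equals median channel fluorescence of DMSO control wells; lower ratio means ABCB6 inhibition with less porphyrin fluorescence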
# * marks the source's active call; other numbers are inactive results; / = not tested or not shown.
SMILES,Glyco luc inh,TLR9-MyD88 inh,Vif inh,aDG glyco up,ABHD5-PLIN5 inh,MC4R antag cAMP,Granule exo inh,MC4R barr agon,NOD2 RIPK2 PPI,ABCB6 inh 2
CC(C)C(=O)Nc1cccc(NC(=O)c2cccnc2)c1,-1,0,-2,-0.1,-2,1,-1,-1.4,-2,97
CC1(C)CC(NC(=O)C23CCC(C)(C(=O)C2=O)C3(C)C)CC(C)(C)N1 (configuration not stated),2,-12,-4,0.1,-1,-3,-1,-1.5,-2,96
Cc1cccc(Cc2nnc(NC(=O)c3cccc(S(=O)(=O)N4CCOCC4)c3)s2)c1,0,12,-14,0.0,-1,14,-5,-3.2,-6,99
CCOC(=O)c1cc(-c2ccc(OC(F)F)cc2)nc2c1c(=O)[nH]c(=O)n2C,2,0,-18,-0.2,-3,10,1,0.7,-5,105
O=C(Nc1c2c(nn1-c1ccccc1)CSC2)c1ccc(N2C(=O)CCC2=O)cc1,0,5,-4,-0.3,0,1,2,-2.0,7,97
CC(C)(C)S(=O)(=O)c1ccsc1C(=O)O,2,-4,12,-0.4,0,8,1,-0.4,-13,100
COc1ccccc1Nc1nnc(SCC(=O)N2CC(=O)Nc3ccccc32)s1,13,-12,-2,-0.1,4,-2,3,0.7,0,93
COc1cc(CC(=O)NCCc2ccc(S(N)(=O)=O)cc2)cc(OC)c1OC,2,11,10,0.0,1,-5,1,0.9,-8,95
Cc1nn(-c2ccccc2)c(Cl)c1/C=N/NC(=O)c1ccn[nH]1,-15,0,-7,-0.7,10,-7,-9,-1.1,-10,100
COc1ccc(OC)c(NC(=O)c2ccc(CSc3ncccn3)cc2)c1,0,2,6,2.1,-3,1,-5,-0.2,4,100
CC1CC(NC(=O)CCn2c(=O)oc3ccccc32)CC(C)(C)C1 (configuration not stated),-3,-4,-10,0.0,1,0,-3,1.1,4,95
Cc1nn(C)c(C)c1S(=O)(=O)NC1CCCc2ccccc21 (configuration not stated),1,6,/,0.1,-3,1,5,-1.0,-16,93
CCC(c1nnc(SCC(=O)Nc2cccnc2Cl)n1-c1ccccc1)N(C)C (configuration not stated),-1,1,8,0.0,-4,-4,2,-2.2,-10,104
O=C(Nc1nccs1)c1ccc(COc2ccccc2)o1,1,-11,-4,0.2,-1,1,2,1.3,-2,94
CCC[C@@H](OS(N)(=O)=O)[C@@H](Cc1ccccc1)C(=O)OCC,2,-6,-2,-0.1,4,12,8,0.0,6,102
CC1(C(=O)NS(C)(=O)=O)CCN1C(=O)Cc1ccc(Cl)cc1Cl (configuration not stated),0,/,10,-0.3,4,11,4,-2.0,4,103
O=C(NCC1CCN(Cc2ccccc2)CC1)[C@H]1O[C@@H](n2ccc(=O)[nH]c2=O)[C@H](O)[C@@H]1O,/,/,/,0.0,-3,/,-7,/,2,100
CC(/C=C/c1ccc2c(c1)OCO2)=N\NC(=O)c1ccccc1,3,3,1,0.2,-2,-1,-2,-0.9,-7,98
Cc1ccc(-c2noc(CSc3nnc(CCc4ccccc4)n3-c3ccccc3)n2)cc1,-6,-1,-8,0.3,-1,5,17,1.7,-2,103
Cc1csc(=O)n1CC(=O)OCC(=O)Nc1ccc(F)c(F)c1,3,-3,-1,-0.1,1,11,-1,-2.4,-4,105
COc1ccc(C2/C=C\CN3CCC[C@H]3C(=O)N2Cc2ccc(F)cc2)cc1 (some centres not stated),0,-1,4,-0.2,-1,3,2,-2.2,8,100
NC(=O)c1ccc(N2CCN(c3ncc(C(F)(F)F)cc3Cl)CC2)cc1,2,-1,-1,0.2,0,8,0,-0.6,-5,92
Cc1ccc(S(=O)(=O)N(C)CC(=O)O/N=C(\N)c2ccccn2)cc1,-1,6,2,-0.3,-4,14,0,-2.8,2,102
CCOC(=O)c1c(-c2ccccc2)csc1NC(=O)c1nn(CC)cc1Br,-3,-8,-6,-0.2,5,-9,21,3.9,-11,90
COc1ccc(S(=O)(=O)N2C[C@H]3CON(C)[C@H]3C[C@H]2c2ccc(-c3cccc(F)c3)cc2)cc1,-2,/,-9,-0.1,4,/,34,/,1,91
CCN(CC)CCn1c2ccccc2c2n[nH]c(=S)nc21,0,4,-3,-0.1,-17,-1,-14,-3.1,-1,91
Cn1c(Cn2c(=O)sc3ccccc32)nnc1SCC(=O)N1CCN(c2ccccc2)CC1,0,-1,-1,-0.1,-8,5,2,-0.5,9,107
COc1cc2c(cc1OC)CN(C(C)C(=O)N1CCc3ccccc31)CC2 (configuration not stated),5,0,-4,0.2,3,3,1,0.7,-1,112
Cc1cc(NC(=O)CCN2C(=O)C3C4CCC(C4)C3C2=O)cc(C)c1Br (configuration not stated),1,8,1,0.2,3,-2,-2,-0.2,-2,/
CCOC(=O)Cc1csc(NC(=O)CSc2nnc(-c3ccncc3)o2)n1,-1,/,3,0.4,2,1,1,-1.1,-5,99
COC(=O)c1cccc(-n2c(C)cc(C=O)c2C)c1C,0,11,-5,0.1,-1,8,-1,-2.2,4,101
O=C1CC2(CCCCC2)Oc2ccc(OCC(=O)N3CCOCC3)cc21,0,2,-3,0.1,1,3,2,0.3,-3,103
CC(C)Cc1csc(NC(=O)c2ccc(Br)cc2)c1C(=O)O,2,0,-15,0.1,1,17,-4,-0.7,-1,94
Cc1ccc(Sc2nc3ccc(C)cn3c(=O)c2/C=N/O)cc1,5,0,-6,0.0,0,-7,-2,-2.1,1,104
CCN(CC)C(=O)c1[nH]cnc1C(=O)N[C@@H](C)c1ccccc1,-2,-4,-2,0.2,-7,12,1,0.2,1,99
Cn1c(-c2ccc3c(c2)OCO3)cnc1NC(=O)CCC(=O)NCCc1ccccc1,-2,7,7,0.2,-7,-3,1,-1.4,3,93
CCOc1ccccc1C(=O)NCC(=O)O,2,3,-2,-0.1,6,8,4,-0.1,1,99
Cc1csc(CNC(=O)c2cc(COc3c(C)cccc3C)on2)n1,0,-6,-1,0.0,-1,9,-2,-0.2,2,96
Cc1ccc(S(=O)(=O)N2CCN(C(=O)CSc3nc4ccccc4o3)C2)cc1,-2,-8,0,-0.1,-3,2,-6,-1.9,2,93
CN(c1ccccc1C(=O)NCc1ccccn1)S(C)(=O)=O,0,2,7,-0.1,-10,10,3,-2.5,-8,95
O=C(Nc1scc(-c2ccc(Br)cc2)c1C(=O)O)c1ccccc1F,-2,-1,0,0.3,1,20,6,-1.1,-8,100
COc1ccc(C(CC(=O)O)NC(=O)c2ccccc2[N+](=O)[O-])cc1 (configuration not stated),-1,-11,1,0.1,-7,10,2,1.0,-5,103
CC(C)(C)NC(=O)C1c2ccccc2OCC(=O)N1Cc1cccnc1 (configuration not stated),/,/,/,0.0,-9,/,-2,/,9,105
CCOc1ncccc1C(=O)OCC(=O)c1cccc(Br)c1,1,-6,0,0.0,1,10,10,0.8,-4,106
Cc1cc(-c2ccccc2)[nH]c(=O)c1S(=O)(=O)c1ccccc1,0,0,/,-0.1,-5,4,-1,0.0,-3,101
Cc1cc(C)c2c(C)[nH]nc2n1,1,/,-1,-0.1,3,-2,-4,-0.8,-18,98
Cc1cccc(Cc2c(C)nc3c(C(=O)NCc4ccco4)cnn3c2C)c1,-10,-7,-19,0.8,9,10,37,1.2,4,88
CCOc1ccc(NC(=O)CN(C)c2ccc(S(=O)(=O)N(C(C)C)C(C)C)cn2)cc1OCC,-7,-4,-1,0.4,-3,2,-2,1.8,-7,95
O=C1CC(N2CCN(C3CC(=O)N(CCc4ccccc4)C3=O)CC2)C(=O)N1CCc1ccccc1 (configuration not stated),0,-2,-5,0.1,-5,7,0,0.7,-12,100
CC1CN(C2CCN(C(=O)c3cccc(Cl)c3)CC2)CC(C)O1 (configuration not stated),1,-8,-3,0.0,-2,5,1,-0.5,-3,88
COc1cccc(-c2oc3c(c2-c2ccc(Br)nc2)C(O)CCC3)c1 (configuration not stated),/,/,/,-0.3,-6,/,-2,/,5,101
COc1ccccc1C(=O)N1CCN(c2ccc(N3CCOCC3)nn2)CC1,2,-1,2,0.0,-7,12,7,-2.8,8,101

# In another format: 17 of the compounds above
# Values run as follows: Glyco luc inh	TLR9-MyD88 inh	Vif inh	aDG glyco up	ABHD5-PLIN5 inh	MC4R antag cAMP	Granule exo inh	MC4R barr agon	NOD2 RIPK2 PPI	ABCB6 inh 2
Cn1c(-c2ccc3c(c2)OCO3)cnc1NC(=O)CCC(=O)NCCc1ccccc1
→ -2	7	7	0.2	-7	-3	1	-1.4	3	93
CCOc1ccccc1C(=O)NCC(=O)O
→ 2	3	-2	-0.1	6	8	4	-0.1	1	99
Cc1csc(CNC(=O)c2cc(COc3c(C)cccc3C)on2)n1
→ 0	-6	-1	0.0	-1	9	-2	-0.2	2	96
Cc1ccc(S(=O)(=O)N2CCN(C(=O)CSc3nc4ccccc4o3)C2)cc1
→ -2	-8	0	-0.1	-3	2	-6	-1.9	2	93
CN(c1ccccc1C(=O)NCc1ccccn1)S(C)(=O)=O
→ 0	2	7	-0.1	-10	10	3	-2.5	-8	95
O=C(Nc1scc(-c2ccc(Br)cc2)c1C(=O)O)c1ccccc1F
→ -2	-1	0	0.3	1	20	6	-1.1	-8	100
COc1ccc(C(CC(=O)O)NC(=O)c2ccccc2[N+](=O)[O-])cc1 (configuration not stated)
→ -1	-11	1	0.1	-7	10	2	1.0	-5	103
CC(C)(C)NC(=O)C1c2ccccc2OCC(=O)N1Cc1cccnc1 (configuration not stated)
→ /	/	/	0.0	-9	/	-2	/	9	105
CCOc1ncccc1C(=O)OCC(=O)c1cccc(Br)c1
→ 1	-6	0	0.0	1	10	10	0.8	-4	106
Cc1cc(-c2ccccc2)[nH]c(=O)c1S(=O)(=O)c1ccccc1
→ 0	0	/	-0.1	-5	4	-1	0.0	-3	101
Cc1cc(C)c2c(C)[nH]nc2n1
→ 1	/	-1	-0.1	3	-2	-4	-0.8	-18	98
Cc1cccc(Cc2c(C)nc3c(C(=O)NCc4ccco4)cnn3c2C)c1
→ -10	-7	-19	0.8	9	10	37	1.2	4	88
CCOc1ccc(NC(=O)CN(C)c2ccc(S(=O)(=O)N(C(C)C)C(C)C)cn2)cc1OCC
→ -7	-4	-1	0.4	-3	2	-2	1.8	-7	95
O=C1CC(N2CCN(C3CC(=O)N(CCc4ccccc4)C3=O)CC2)C(=O)N1CCc1ccccc1 (configuration not stated)
→ 0	-2	-5	0.1	-5	7	0	0.7	-12	100
CC1CN(C2CCN(C(=O)c3cccc(Cl)c3)CC2)CC(C)O1 (configuration not stated)
→ 1	-8	-3	0.0	-2	5	1	-0.5	-3	88
COc1cccc(-c2oc3c(c2-c2ccc(Br)nc2)C(O)CCC3)c1 (configuration not stated)
→ /	/	/	-0.3	-6	/	-2	/	5	101
COc1ccccc1C(=O)N1CCN(c2ccc(N3CCOCC3)nn2)CC1
→ 2	-1	2	0.0	-7	12	7	-2.8	8	101

# Source: PubChem BioAssay (several laboratories)

# Only part of the results is shown; count on the stated rates, not on these rows.
